ATXN2 expr inh – ATXN2 expression inhibition; HEK-293 ATXN2-luciferase reporter, luminescence, 24 h; Potency, µM (highest dose often 57 µM), without a hit: at the top dose activity change, negative = inhibition, usual class: inhibitors; 0.72% of 360,000 active; AID 1745845; note: % is set by controls: 0 for no effect and ±100 for the full control effect; nearly all actives have a fitted effect of over 55% in size
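qHTS (up to 57 uM final) was run with 24 h compound exposure of reporter cells at 37 °C. Each well was multiplexed: SteadyGlo luminescence measured ATXN2-luciferase expression after a fluorogenic Gly-Phe-AFC viability readout (25 uM final).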
EPAC2 antag – EPAC2 (human) antagonism | EPAC2 GEF exchange of Rap1B-BODIPY-GDP, fluorescence | Potency, µM (series often up to 114 µM), for inactives: at the top dose activity, negative = inhibition, actives largely listed as inhibitors | 0.18% of 360,000 active | AID 720708; note: % is set by controls: 0 for no effect and ±100 for the full control effect; nearly all actives have a fitted effect of over 45% in size; many of its hits are not listed in these tables
Target sequence (Q8WZA2 whole entry, looked up): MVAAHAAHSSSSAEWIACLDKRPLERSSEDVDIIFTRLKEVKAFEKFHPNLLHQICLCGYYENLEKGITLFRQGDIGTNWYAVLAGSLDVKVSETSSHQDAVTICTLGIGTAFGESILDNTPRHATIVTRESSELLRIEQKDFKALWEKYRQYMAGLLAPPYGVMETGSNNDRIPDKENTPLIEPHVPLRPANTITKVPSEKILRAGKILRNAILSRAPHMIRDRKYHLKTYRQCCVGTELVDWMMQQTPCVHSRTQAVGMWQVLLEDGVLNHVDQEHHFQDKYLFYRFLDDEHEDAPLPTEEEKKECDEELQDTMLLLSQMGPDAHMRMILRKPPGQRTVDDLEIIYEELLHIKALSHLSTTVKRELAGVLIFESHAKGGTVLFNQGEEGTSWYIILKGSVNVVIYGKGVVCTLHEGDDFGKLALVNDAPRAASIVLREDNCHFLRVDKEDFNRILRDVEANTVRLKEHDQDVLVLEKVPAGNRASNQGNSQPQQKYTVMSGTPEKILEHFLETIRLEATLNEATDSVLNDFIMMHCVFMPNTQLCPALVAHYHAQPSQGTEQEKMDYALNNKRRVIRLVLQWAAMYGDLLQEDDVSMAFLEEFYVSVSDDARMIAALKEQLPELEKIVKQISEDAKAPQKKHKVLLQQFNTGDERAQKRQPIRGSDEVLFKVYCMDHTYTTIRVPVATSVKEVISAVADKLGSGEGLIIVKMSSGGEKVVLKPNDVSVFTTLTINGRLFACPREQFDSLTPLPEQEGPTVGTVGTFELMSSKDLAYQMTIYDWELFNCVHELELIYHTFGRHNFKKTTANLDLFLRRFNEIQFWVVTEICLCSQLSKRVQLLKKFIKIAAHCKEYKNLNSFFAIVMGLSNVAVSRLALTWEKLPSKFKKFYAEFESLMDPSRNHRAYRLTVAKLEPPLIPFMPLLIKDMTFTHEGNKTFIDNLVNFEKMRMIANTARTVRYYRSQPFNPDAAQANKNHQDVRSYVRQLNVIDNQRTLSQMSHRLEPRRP
MCF10A rereplic – induces DNA re-replication in MCF 10a normal breast cells; MCF 10A DNA re-replication, Hoechst nuclear intensity, 48 h; Potency, µM (highest dose often 46.1 µM), without a hit: at the highest dose activity, positive = re-replication, usual class: activators; 2.9% of 350,000 active; AID 624296; note: % of control where 0% means no effect; nearly all actives have a fitted effect of over 50% in size
Nrf2 block – inhibitors of Nrf2 signaling | A549 ARE-Fluc reporter, luciferase luminescence, 18-24 h | Potency, µM (titrated, usually from 46 µM), inactives show top-dose activity change, negative = inhibition, usual class: inhibitors | AID 504444 | 2.1% of 360,000 active; note: % is set by controls: 0 for no effect and ±100 for the full control effect; nearly all actives have a fitted effect of over 60% in size
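Quantitative HTS in A549 cells stably bearing an antioxidant response element-firefly luciferase construct. Inhibition of Nrf2-driven transcription was scored by luminescence after 18-24 h of compound exposure at 37 °C.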
A549 tox – A549 cytotoxicity, counter-screen for Nrf2 inhibitors; A549 ARE-Fluc cells, CellTiter-Fluor viability, 18-24 h; Potency, µM (titrated, usually from 46 µM), for inactives: at the top dose activity change, negative = cytotoxicity, usual class: inhibitors; 0.16% of 390,000 active; AID 504648; note: % is set by controls: 0 for no effect and ±100 for the full control effect
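A549 ARE_Fluc cells in 5% FBS OPTI-MEM were exposed to compounds in concentration-response for 18-24 h at 37 deg C. Viability was read by CellTiter-Fluor fluorescence (Ex 405/Em 525) after 30 min, before the luciferase read.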
HepG2 viability – kills HepG2 cells in TGF-b inhibitor counter-screen | HepG2 CAGA-GFP viability, ATP luminescence, 18 h | 0.76% of 410,000 active | Potency, µM (doses to about 46.1 µM), without a hit: at the top dose activity change, negative = cytotoxicity, usual class: cytotoxic; note: some results filed as inactive show a strong effect at the top dose
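CellTiter-Glo luminescence gave cytotoxicity after 18 hours at 37 degrees C. The cells were HepG2 CAGA-GFP in 1% FBS DMEM, stimulated with 500 pg/mL TGF-beta after compound addition. %Activity was normalised to no-cell wells (complete cell-killing) and DMSO (no toxicity), and curves were fitted and classified.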
Nrf2 ARE act – activates Nrf2 signaling. AREc32 ARE-luciferase reporter (MCF7-derived line), luminescence, 24 h. Potency, µM (doses to about 46.1 µM), for inactives: at the highest dose activation, most hits filed as activators. 0.31% of 410,000 active. AID 624171; note: % of control where 0% means no effect; nearly all actives have a fitted effect of over 65% in size
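For detection, Steady-Glo was added and plates sat 30 min at RT; before that, AREc32_Fluc cells grown overnight in OPTI-MEM/5% FBS had been treated with 23 nL compound for 24 hr at 37 deg C.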
TGFb inhibitor – inhibitors of TGF-b signaling; HepG2 CAGA-GFP TGF-b/SMAD3 reporter, GFP fluorescence, 18 h; TGF-beta stimulated, 500 pg/mL final; 1.2% of 410,000 active; Potency, µM (titrated, usually from 46.1 µM), for the others: at the top dose activity, negative = inhibition, most hits filed as inhibitors; note: % is set by controls: 0 for no effect and ±100 for the full control effect; nearly all actives have a fitted effect of over 65% in size
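First, reporter cells (HEPG2 CAGA-GFP) rested 2 h at 37 degrees C. Next, compounds were pinned in and TGF-beta added to 500 pg/mL final. After 18 h, GFP was imaged per cell and summed per well.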
ATXN viability – cell viability loss in ATXN counter-screen | Potency, µM (titrated, usually from 56.7 µM), most hits filed as cytotoxic | 0.49% of 400,000 active | S2 cells (HEK-293 line with an ATXN2-luciferase reporter) viability, CellTiter-Fluor protease fluorescence, 24 h; note: nearly all actives have a fitted effect of over 40% in size
* hit, by the source's call; & = joins results of further samples; [ ] = dose if it differs, or a comment. Calls come from the whole dose curve; as a rule, active = well fitted curve in the direction sought with a large enough effect; inconclusive = small, poorly fitted or top-dose-only effect, or another doubt; inactive = no such curve, though single readings can be large; an effect the other way counts as inactive or inconclusive. Potency is the fitted concentration of half-maximal effect.

The first two compounds as a preview:
O=C(Nc1ccccc1N1CCOCC1)c1cccc(S(=O)(=O)N2CCOCC2)c1 was read as ATXN2 expr inh -5%, EPAC2 antag -4%, MCF10A rereplic inconclusive, Nrf2 block -12%, A549 tox 6%, HepG2 viability 8%, Nrf2 ARE act 0.4%, TGFb inhibitor 4% and ATXN viability inactive.
`O=C(Nc1cccc(F)c1)C1CCCN1S(=O)(=O)c1cccc2cccnc12` (configuration not stated) gave ATXN2 expr inh -17%, EPAC2 antag 5%, MCF10A rereplic 8%, Nrf2 block -14%, A549 tox -1%, HepG2 viability -5%, Nrf2 ARE act 1.3%, TGFb inhibitor -20% and ATXN viability inactive.

The list itself (from the top)
O=C(Nc1ccccc1N1CCOCC1)c1cccc(S(=O)(=O)N2CCOCC2)c1 was read as ATXN2 expr inh -5%, EPAC2 antag -4%, MCF10A rereplic inconclusive, Nrf2 block -12%, A549 tox 6%, HepG2 viability 8%, Nrf2 ARE act 0.4%, TGFb inhibitor 4% and ATXN viability inactive.
`O=C(Nc1cccc(F)c1)C1CCCN1S(=O)(=O)c1cccc2cccnc12` (configuration not stated) gave ATXN2 expr inh -17%, EPAC2 antag 5%, MCF10A rereplic 8%, Nrf2 block -14%, A549 tox -1%, HepG2 viability -5%, Nrf2 ARE act 1.3%, TGFb inhibitor -20% and ATXN viability inactive.
For O=C(NCCc1csc(-c2ccccc2)n1)c1ccccc1F the results were EPAC2 antag 4%, MCF10A rereplic 27%, Nrf2 block -28%, A549 tox 19%, HepG2 viability -29%, Nrf2 ARE act 3.3%, TGFb inhibitor inconclusive and ATXN viability inactive.
Screening Cc1ccc(CN(Cc2ccccc2)C(=S)Nc2ccccc2C)o1 returned ATXN2 expr inh -15%, EPAC2 antag 30%[activator], MCF10A rereplic inconclusive, Nrf2 block inconclusive, A549 tox 10%, HepG2 viability 3%, Nrf2 ARE act 6.7%, TGFb inhibitor 1% and ATXN viability inactive.
For O=C(OCN1C(=O)c2ccccc2C1=O)c1ccccc1 the results were ATXN2 expr inh -2%, EPAC2 antag -1%, MCF10A rereplic 6%, Nrf2 block 9%, A549 tox 4%, HepG2 viability -15%, Nrf2 ARE act 1.8%, TGFb inhibitor -11% and ATXN viability inactive.
Screening CC1(C)S[C@@H]2[C@H](NC(=O)COc3ccccc3)C(=O)N2C1C(=O)OCC1CCCCC1 (some centres not stated) returned ATXN2 expr inh 4%, EPAC2 antag -12%, MCF10A rereplic inconclusive, Nrf2 block 15%, A549 tox -1%, HepG2 viability -5%&-25%, Nrf2 ARE act -0.5%, TGFb inhibitor inconclusive and ATXN viability inactive.
COc1cc(C(=O)Nc2ccc(N(C)C)cc2)cc(OC)c1OC was read as ATXN2 expr inh 81%[activator], EPAC2 antag 15%, MCF10A rereplic -4%, Nrf2 block 15%, A549 tox -4%[1.84 µM], HepG2 viability 6%, Nrf2 ARE act 0.8%, TGFb inhibitor 5% and ATXN viability inactive.
CCc1ccc(C(=O)Nc2ccc(S(=O)(=O)Nc3nc(C)cc(C)n3)cc2)o1 was read as ATXN2 expr inh -1%, EPAC2 antag -6%, MCF10A rereplic 13%, A549 tox 6%, HepG2 viability -7%, Nrf2 ARE act 0.3%, TGFb inhibitor 28% and ATXN viability inactive.
Screening COc1ccc(S(=O)(=O)N2CCOCC2)cc1NC(=O)c1ccc2c(c1)OCO2 returned ATXN2 expr inh -16%, EPAC2 antag 3%, MCF10A rereplic inconclusive, Nrf2 block 10%, A549 tox 12%, HepG2 viability 0%, Nrf2 ARE act -0.1%, TGFb inhibitor 1% and ATXN viability inactive.
COCc1c(C(=O)N/N=C/c2ccc(C)o2)nnn1-c1nonc1N was read as ATXN2 expr inh 2%, EPAC2 antag -1%, MCF10A rereplic -26%, Nrf2 block -18%, A549 tox -14%, HepG2 viability -3%, Nrf2 ARE act 3.2%, TGFb inhibitor 26% and ATXN viability inactive.
Screening Cc1cc(NC(=O)CCC(=O)N(CC(=O)NC2CCCC2)Cc2ccco2)no1 returned ATXN2 expr inh -8%, EPAC2 antag 17%, MCF10A rereplic -4%, Nrf2 block 16%, A549 tox 15%, HepG2 viability 3%, Nrf2 ARE act -0.8%, TGFb inhibitor -4% and ATXN viability inactive.
For NC(=O)C1CCN(C(=O)CC2(CC(=O)O)CCCC2)CC1 the results were ATXN2 expr inh -1%, EPAC2 antag -1%, MCF10A rereplic -2%, Nrf2 block 12%, A549 tox -2%, HepG2 viability -10%, Nrf2 ARE act -0.8%, TGFb inhibitor -5% and ATXN viability inactive.
`O=C(OCCCN=C1NS(=O)(=O)c2ccccc21)c1ccc(F)cc1` gave ATXN2 expr inh -17%, EPAC2 antag -2%, MCF10A rereplic 1%, Nrf2 block 4%, A549 tox 5%, HepG2 viability -64%, Nrf2 ARE act 7.1%, TGFb inhibitor -4% and ATXN viability inactive.
Screening CC(=O)NNc1cc(C)nc(NS(=O)(=O)c2ccc(C)cc2)n1 returned ATXN2 expr inh -7%, EPAC2 antag 4%, MCF10A rereplic 9%, Nrf2 block 3%, A549 tox 4%, HepG2 viability -14%, Nrf2 ARE act -0.6%, TGFb inhibitor 3% and ATXN viability inactive.
Screening Cc1ccc(S(=O)(=O)N2CCN(CC(O)COc3ccccc3)CC2)cc1 (configuration not stated) returned ATXN2 expr inh -13%, EPAC2 antag 6%, MCF10A rereplic 18%, Nrf2 block -26%, A549 tox -3%, HepG2 viability 6%, Nrf2 ARE act -0.2%, TGFb inhibitor -3% and ATXN viability inactive.
Screening CN(CC(=O)N1CCc2ccccc2C1)S(=O)(=O)c1ccc2c(c1)c(=O)n(C)c(=O)n2C returned ATXN2 expr inh 8%, EPAC2 antag -7%, MCF10A rereplic 6%, Nrf2 block 3%, A549 tox -2%, HepG2 viability 4%, Nrf2 ARE act -0.2%, TGFb inhibitor 3% and ATXN viability inactive.
`COc1ccc(OC)c(N2C(=O)C(Cl)=C(N3CCOCC3)C2=O)c1` gave ATXN2 expr inh 4%, EPAC2 antag 9%, MCF10A rereplic -1%, Nrf2 block 6%, A549 tox -1%, HepG2 viability -23%, Nrf2 ARE act 4.4%, TGFb inhibitor inconclusive and ATXN viability inactive.
Screening Cc1ncc([N+](=O)[O-])n1CC(=O)NCc1ccccc1 returned ATXN2 expr inh -3%, EPAC2 antag 13%, MCF10A rereplic -1%, Nrf2 block 1%, A549 tox -11%, HepG2 viability -13%, Nrf2 ARE act -0.8%, TGFb inhibitor 3% and ATXN viability inactive.
`O=S(=O)(NCCCNS(=O)(=O)c1c(F)cccc1F)c1ccc2c(c1)OCCO2` gave ATXN2 expr inh 9%, EPAC2 antag 11%, MCF10A rereplic -6%, Nrf2 block 16%&-16%, A549 tox -5%&-4%, HepG2 viability 2%, Nrf2 ARE act 0.1%, TGFb inhibitor 2% and ATXN viability inactive.
Screening CCOC(=O)C1=C(C)N(CC(C)C)C(=O)/C1=C\c1cccs1 returned ATXN2 expr inh -1%, EPAC2 antag -4%, MCF10A rereplic -17%, Nrf2 block -6%, A549 tox -4%, HepG2 viability -72%, Nrf2 ARE act 0.3%, TGFb inhibitor 0% and ATXN viability inactive.
For O=C1CCCN1c1cc(Cl)ccc1Cl the results were ATXN2 expr inh -1%, EPAC2 antag -3%, MCF10A rereplic 3%, Nrf2 block 19%, A549 tox 21%, HepG2 viability 13%, Nrf2 ARE act 0.1%, TGFb inhibitor -16% and ATXN viability inactive.
Screening OCCn1cnc2c(SCc3ccccc3)ncnc21 returned ATXN2 expr inh 32%, EPAC2 antag -10%, MCF10A rereplic 1%, Nrf2 block inconclusive, A549 tox 4%, HepG2 viability -2%, Nrf2 ARE act 2.1%, TGFb inhibitor -5% and ATXN viability inactive.
Screening COc1ccc(NC(=O)/C(C#N)=C/c2ccc[nH]2)c(OC)c1 returned ATXN2 expr inh 9%, EPAC2 antag -4%, MCF10A rereplic 2%, Nrf2 block 16%, A549 tox -4%, HepG2 viability -5%, Nrf2 ARE act 16%, TGFb inhibitor -17% and ATXN viability inactive.
Cc1noc(C)c1C(=O)NCc1ccccc1F was read as ATXN2 expr inh -3%, EPAC2 antag 4%, MCF10A rereplic 0%, Nrf2 block 1%, A549 tox 5%, HepG2 viability -28%, Nrf2 ARE act 0.1%, TGFb inhibitor -9% and ATXN viability inconclusive.
Screening CCN(CC)C(=O)c1ccc2c(c1)N(Cc1ccccc1)C(=O)CS2=O (configuration not stated) returned ATXN2 expr inh 1%, EPAC2 antag 9%, MCF10A rereplic -2%, Nrf2 block -6%, A549 tox 2%, HepG2 viability 8%, Nrf2 ARE act -0.3%, TGFb inhibitor 14% and ATXN viability inactive.
Cc1cc(C)c2c(=O)n3c(nc2c1)C(CC(C)C)NC(=O)c1cc2ccccc2cc1-3 (configuration not stated) was read as ATXN2 expr inh -7%, EPAC2 antag 8%, HepG2 viability -3%, Nrf2 ARE act 0.4%, TGFb inhibitor -1% and ATXN viability inactive.
Screening O=C(CCc1ccc(S(=O)(=O)NC2CCCCC2)cc1)NCc1ccc(Cl)cc1 returned ATXN2 expr inh -10%, EPAC2 antag 7%, MCF10A rereplic inconclusive, A549 tox -1%, HepG2 viability -7%, Nrf2 ARE act 3.0%, TGFb inhibitor 5% and ATXN viability inactive.
For O=C(Cc1ccc(Br)cc1)OCC(=O)c1ccc2c(c1)OCCO2 the results were ATXN2 expr inh 5%, EPAC2 antag 5%, MCF10A rereplic -8%, Nrf2 block 19%, A549 tox -5%, HepG2 viability 10%, Nrf2 ARE act -0.3%, TGFb inhibitor 9% and ATXN viability inactive.
`Cn1nc(C(C)(C)C)cc1C(=O)Sc1cccc(Br)c1` gave ATXN2 expr inh -3%, EPAC2 antag 0%, MCF10A rereplic inconclusive, Nrf2 block -19%, A549 tox 1%, HepG2 viability 2%, Nrf2 ARE act 0.2%, TGFb inhibitor 5% and ATXN viability inactive.
`Cc1ccc(C)c(CN2C(=O)c3ccccc3S(=O)(=O)c3ccc(C(=O)N4CCN(Cc5ccccc5)CC4)cc32)c1` gave Nrf2 block inconclusive, A549 tox -15%, HepG2 viability -1%, Nrf2 ARE act 4.5% and TGFb inhibitor inconclusive.
Screening COCCN(C(=O)COC(=O)CCC1CCCC1)c1c(N)n(Cc2ccccc2)c(=O)[nH]c1=O returned ATXN2 expr inh 8%, EPAC2 antag -8%, MCF10A rereplic -3%, Nrf2 block 1%, A549 tox 1%, HepG2 viability 0%, Nrf2 ARE act 0.8%, TGFb inhibitor -23% and ATXN viability inactive.

Screens from PubChem.

Not all compounds are listed; the hit share may differ from the screen's.
